Screening data: PubChem, several laboratories
HTR2A ag = mouse Htr2a agonists via beta-arrestin recruitment, primary screen, cell-based, luminescence; hit rate 0.66% among 360,000; AID 624169, 2012; activation, % at 7.6 µM; 5-hydroxytryptamine receptor 2A (Mus musculus), P35363; CHO-K1 mHTR2A beta-arrestin complementation; percent of 30 µM serotonin response;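 active = activation above a run cutoff, the mean activation of all tested compounds plus 3 SD, cut at about 14% in these data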;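 also: 0% = plate median of compound wells and 100% = 30 µM serotonin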
Target sequence (P35363 whole entry, looked up): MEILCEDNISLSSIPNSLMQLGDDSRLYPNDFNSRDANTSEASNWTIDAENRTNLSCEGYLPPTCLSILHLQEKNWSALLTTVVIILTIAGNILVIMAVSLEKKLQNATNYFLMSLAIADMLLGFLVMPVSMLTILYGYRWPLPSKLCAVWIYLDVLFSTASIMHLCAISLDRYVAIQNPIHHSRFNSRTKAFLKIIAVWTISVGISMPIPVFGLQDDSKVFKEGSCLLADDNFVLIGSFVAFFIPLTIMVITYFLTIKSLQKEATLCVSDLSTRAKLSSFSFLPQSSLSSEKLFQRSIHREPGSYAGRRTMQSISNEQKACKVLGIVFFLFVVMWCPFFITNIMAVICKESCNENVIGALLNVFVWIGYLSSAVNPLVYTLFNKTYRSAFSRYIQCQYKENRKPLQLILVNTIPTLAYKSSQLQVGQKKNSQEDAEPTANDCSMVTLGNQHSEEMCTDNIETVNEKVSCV
MC4R antag cAMP = MC4R antagonists of cAMP signaling, primary screen, cell-based, TR-FRET, antagonist arm of biased-ligand search. Melanocortin receptor 4 (Homo sapiens), P32245. MC4R-expressing cells, MTII-stimulated cAMP, LANCE TR-FRET. inhibition, % at 6.5 µM. hit rate 0.48% among 360,000. AID 540295, 2011;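 active = inhibition above its plate's cutoff, the mean of tested wells on that plate plus 3 SD, cut at about 29% in these data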;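 also: 0% = Melanotan II alone and 100% = Melanotan II plus saturating MCL0020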
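Assay system: U2OS-MC4R stable cell line; Also added: Melanotan II; Technique: Eu-cAMP/anti-cAMP TR-FRET, emission 671 nm; Times: 30-min compound, 1-h challenge, 1-h detection, room temperature.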
aDG glyco act = activators of alpha-DG glycosylation, primary screen, uHTS, Pro5-aDG cells, AlphaScreen. alpha-DG glycosylation AlphaScreen (IIH6); 0% Pro5, 100% B10-LARGE cell signal. activation, % at 10 µM. hit rate 0.22% among 360,000. AID 624168, 2012;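 active = activation of at least 8% versus controls, or a plate z-score of at least 8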;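 also: Pro5 are CHO cells carrying HIG-tagged alpha-DG that lacks glycosylation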
Cardio protect = cardioprotection against H2O2-induced cell death, primary screen, uHTS, H9c2 cells, ATPLite luminescence; H9c2 cardiomyocytes, H2O2 injury protection, 2 h; protection from H2O2 cell death, % at 20 µM; hit rate 0.63% among 360,000;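 active = compounds giving at least 50% protection of heart cells from peroxide-induced death in the single-dose screen, raw or plate-pattern-corrected value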;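 also: 0% = DMSO wells with peroxide and 100% = DMSO wells without peroxide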
PDI inh = inhibitors of human PDI, primary screen, biochemical, turbidity, single point, plate reader; PDI insulin aggregation turbidity, A650, 90 min; inhibition, % at 10 µM; hit rate 0.052% among 350,000;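 active = mean inhibition across replicates of 30% or more, whatever share of single replicates reach that level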;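 also: absorbance from insulin aggregation driven by PDI reduction with DTT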
Target sequence (P07237 whole entry, looked up): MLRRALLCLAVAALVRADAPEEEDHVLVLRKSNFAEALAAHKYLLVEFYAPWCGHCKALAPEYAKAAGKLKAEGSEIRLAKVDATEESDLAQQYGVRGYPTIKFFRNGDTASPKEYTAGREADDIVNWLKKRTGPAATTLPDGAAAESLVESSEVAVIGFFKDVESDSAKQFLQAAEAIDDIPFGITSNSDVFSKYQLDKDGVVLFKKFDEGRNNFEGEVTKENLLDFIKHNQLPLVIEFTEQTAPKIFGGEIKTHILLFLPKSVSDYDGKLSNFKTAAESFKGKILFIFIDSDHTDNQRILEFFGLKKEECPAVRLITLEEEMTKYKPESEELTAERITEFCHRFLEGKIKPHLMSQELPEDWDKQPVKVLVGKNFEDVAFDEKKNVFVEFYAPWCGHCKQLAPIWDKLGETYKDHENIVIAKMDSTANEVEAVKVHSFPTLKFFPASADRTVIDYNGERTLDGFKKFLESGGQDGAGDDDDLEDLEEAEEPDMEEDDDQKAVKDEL
Vif imaging = HIV Vif self-association inhibitors, primary screen, imaging, HEK293T, single point; hit rate 0.35% among 340,000; HEK293T cells, Vif self-association by quenched fluorescence, 24 h; inhibition, % at 7.49 µM; in the data active = inhibition above about 50%, passing the limit was not always enough; also: some results filed as inactive read as strong as hits
MC4R barr agon = MC4R agonists recruiting beta-arrestin, primary screen, cell-based, luminescence, agonist arm of biased-ligand search; activation, % at 8.9 µM; U2OS MC4R beta-arrestin complementation; percent of melanotan II response, DMSO zero; AID 540308, 2011; hit rate 0.98% among 360,000;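 active = activation above a per-plate cutoff, the mean activation of sample wells on that plate plus 3 SD, cut at about 8% in these data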
N-glyco inh = increase of ERlucT glycosylation luciferase signal, primary screen, N-linked glycosylation inhibitor project, D54 ERlucT cells, luminescence, set 2. D54 ERlucT glycosylation luciferase reporter, 24 h; percent of 100 nM tunicamycin response. reporter increase, % at 12.5 µM. hit rate 0.23% among 360,000. AID 588692, 2011;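 active = mean luciferase reporter signal, scaled so untreated is 0 and the glycosylation-blocking control 100, at or above a set limit in every replicate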;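 also: luciferase carries N-glycosylation sites so blocking glycosylation raises the light; 0% = median of neutral control wells and 100% = median of 100 nM tunicamycin wells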
ABCB6 inh 2 = ABCB6 transporter inhibitors, primary screen, K562-ABCB6 cells, flow cytometry, MLPCN library; fluorescence ratio to DMSO, % at 10 µM; hit rate 0.19% among 360,000; AID 602162, 2011; K562-ABCB6 porphyrin accumulation, 1 h; stronger effect = lower value;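 active = fluorescence ratio to DMSO below 75%, the collection mean minus 3 SD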;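 also: signal is porphyrin accumulated inside mitochondria; 100% equals median channel fluorescence of DMSO control wells; lower ratio means ABCB6 inhibition with less porphyrin fluorescence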
CaV13 ICDI inh = Primary screen for inhibitors of IQ motif and Ca2+-dependent inactivation inhibitor domain binding in CACNA1D, Förster resonance energy transfer in living cells, …; AID 743397; HEK cells, CFP/YFP FRET ICDI-IQ, plate reader, 10 min; percent FRET-ratio fall versus neutral wells; inhibition, % at 12.3 µM; hit rate 0.098% among 340,000;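 active = mean replicate inhibition of at least 30% and at least 1% of replicates passing that level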;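 also: 0% = median of the neutral control wells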
* hit, by the source's call; . = not tested or not shown.

SMILES	HTR2A ag	MC4R antag cAMP	aDG glyco act	Cardio protect	PDI inh	Vif imaging	MC4R barr agon	N-glyco inh	ABCB6 inh 2	CaV13 ICDI inh
Cc1ccnn1Cc1cc(C(=O)O)c2ccccc2n1	-1	9	-0.3	3	8	3	-2.3	2	101	-5
C=CCNC(=S)N/N=C/c1ccc(C)cc1C	4	-6	0.8	-14	3	-11	1.1	0	97	3
Cc1cccc(C)c1NC(=S)NCCc1ccc(O)c(O)c1	0	6	0.1	12	-3	-1	-1.3	-2	106	-3
CN(C)CCNC(=O)c1ccc(COc2ccc(Cl)cc2Cl)cc1	-8	-1	4.9	-9	-2	15	-0.2	-3	96	-4
CCc1nccn1CCC(=O)N1CCCC(Nc2ccc(F)cc2)C1 (stereo unspecified)	-1	-2	0.0	0	-2	-1	-3.1	1	87	-16
Cc1ccc(C(=O)NCCNC(=O)c2cccnc2)cc1	4	12	0.0	3	-4	18	0.1	0	94	-20
Cn1nnnc1Sc1ncnc2scc(-c3cc4ccccc4o3)c12	-9	1	-0.7	-17	-4	-2	-1.5	-21	99	-5
CC(C)CC(=O)Nc1nnc(SCC(=O)Nc2ccc3c(c2)OCO3)s1	6	2	0.1	-7	-21	0	-1.8	0	102	-3
Fc1ccc(Cn2nnnc2CN2CCN(C3CCCCC3)CC2)cc1	10	5	-0.3	2	-12	0	-1.2	-2	98	-9
Cc1ccc2nc(NC(=O)C3CCCN3C(=O)OC(C)(C)C)sc2c1 (stereo unspecified)	-5	9	0.7	-2	-4	-5	-3.1	-1	101	-5
O=C(NC1CCCCC1)C(c1ccc(F)cc1)N(C(=O)c1csnn1)C1CCCC1 (stereo unspecified)	5	11	-0.2	6	12	-7	-1.1	-3	101	-4
COc1ccc2c(-c3ccccc3)cc(SCC(=O)NC3CCS(=O)(=O)C3)nc2c1 (stereo unspecified)	-4	7	-0.2	0	1	-8	-0.8	-6	100	-5
COc1ccc(-c2csc(N(CCCN(C)C)C(=O)c3ccccc3F)n2)cc1	-12	4	0.3	4	3	-1	-1.5	-9	96	-20
COc1ccc(-c2noc(N3CCC(C(=O)NCCCN4CCCC(C)C4)CC3)n2)cc1 (stereo unspecified)	-4	2	0.3	17	.	0	-0.2	-9	96	-4
O=C(CN1C(=O)C2C3CC(C(Br)C3Br)C2C1=O)OCC(=O)c1cccc([N+](=O)[O-])c1 (stereo unspecified)	-1	2	-0.1	10	-2	12	-1.6	2	106	-4
Nc1cc(Cl)cc2c1-c1ccc(Cl)cc1C2O (stereo unspecified)	-1	-1	0.2	-3	-13	3	4.5	2	102	-3
CN(Cc1ccc(F)cc1)C(=O)c1cc(COc2ccc(-n3cncn3)cc2)on1	5	3	1.3	-9	-7	-4	-1.6	-1	96	.
O=C(NCc1ccncc1)c1ccc(-c2ccc(F)c(F)c2)c2ccoc12	-3	-1	3.4	-14	-1	-30	1.4	-2	100	-6
CS(=O)(=O)Nc1ccccc1C(=O)O	-3	6	-0.2	1	-3	-3	-1.4	0	95	-4
Cc1ccc(NS(=O)(=O)c2ccc(-c3cnc(C4CC4)o3)cc2)cc1	-7	-11	0.0	-8	0	-1	0.0	7	104	-8
COc1ccccc1C1CC(=O)Oc2c(C(C)C)ccc(C)c21 (stereo unspecified)	-2	2	0.2	-2	-28	-5	2.0	-1	106	-5
COc1ccc(S(=O)(=O)N[C@@H](C)C(=O)OCC(=O)Nc2cc3oc4ccccc4c3cc2OC)cc1	11	35*	-0.3	-15	2	-6	0.7	3	101	-3
CC1=NOC2(C1)/C(=N/O)CCC/C2=N\O (stereo unspecified)	-3	12	-0.2	3	4	9	1.7	1	97	-4
CCCN1CCC(N2CCN(c3cccc(C(F)(F)F)c3)CC2)CC1	-2	5	0.0	8	0	.	4.6	-4	105	-5
Cc1cc(C(=O)N(C)CC2CCCN(CCc3ccc(F)cc3)C2)c(C)o1 (stereo unspecified)	-14	-1	-0.1	13	7	-2	-0.8	2	95	.
Next part
SMILES	HTR2A ag	MC4R antag cAMP	aDG glyco act	Cardio protect	PDI inh	Vif imaging	MC4R barr agon	N-glyco inh	ABCB6 inh 2	CaV13 ICDI inh
CCCCNc1cc(=O)n(C)c(=O)[nH]1	-1	-2	0.0	3	.	8	-0.9	1	103	3
Brc1ccc(-c2csc(NNC3=NCCCCC3)n2)cc1	1	13	-0.6	0	-9	-2	0.6	-2	95	-6
CCOC(=O)C1CN(S(=O)(=O)c2ccccc2)CCN1S(=O)(=O)c1ccccc1 (stereo unspecified)	2	11	0.0	2	-1	-2	-3.5	-1	100	-6
O=C(NC(=S)NCC1CCCO1)c1ccccc1 (stereo unspecified)	-1	11	0.2	-1	2	-1	1.8	3	100	-18
COc1ccccc1Cn1c(/C=C/c2ccccc2)nc2ccccc21	10	1	0.4	-25	18	3	-4.5	-8	96	-3
O=C1OC(Nc2ccc(Br)cn2)c2ccccc21 (stereo unspecified)	-4	7	-0.1	4	12	6	-0.3	2	90	-4
Cc1cc(=O)oc(C)c1C(=O)N1CCCc2ccccc21	-7	3	-0.2	2	-6	21	-0.5	2	102	-4
COc1cc2c3c(c1)C1(C(=O)N3C(C)(C)C=C2C)C(C#N)=C(N)Oc2cc(O)ccc21 (stereo unspecified)	-2	-11	-0.3	1	-4	12	0.1	-1	101	-6
CC1=CC(=C(C#N)C#N)C=C(C)N1Cc1ccc(Cl)cc1	-4	13	0.9	1	4	2	3.0	1	105	1
O=C(NCCOc1ccccc1Cl)C(=O)NCCOc1ccccc1Cl	1	-3	0.1	0	-3	-2	0.5	0	94	-4
c1ccc(NC2=NCCN2CC2CCCCC2)cc1	1	10	-0.1	-2	-1	13	0.0	0	94	-10
CC(NC(=O)c1ccc(OC2CCN(C(=O)c3cccnc3)CC2)cc1)C1CC1 (stereo unspecified)	-2	-4	0.2	-3	2	15	-3.2	2	101	-5
CSCC[C@H](NC(=O)OCc1ccccc1)C(=O)O	5	-1	0.0	11	4	-4	1.0	2	102	-4
Cc1nc(Cl)nc(N(C)c2ccccc2)c1[N+](=O)[O-]	-1	36*	-0.1	18	5	5	-3.6	1	98	-5
COc1ccc(N(C)S(=O)(=O)c2cccc(C(=O)OCC(=O)N(C)c3ccccc3)c2)cc1	5	12	-0.2	0	2	16	-2.4	-3	87	-5
COc1cccc(C(=O)COC(=O)c2n[nH]c(=O)c3ccccc23)c1	1	4	-0.1	1	-2	1	-0.7	2	103	-5
Clc1cccc(Cc2c(-c3ccco3)nc3ccc(Br)cn23)c1	2	.	-0.5	-4	.	.	.	3	106	-5
COc1cc(/C=C(/NC(=O)c2ccccc2)C(=O)N2CCN(C)CC2)c([N+](=O)[O-])cc1OC	1	4	-0.2	2	3	16	-0.4	-2	99	7
COc1cc(S(=O)(=O)Nc2ccccc2N2CCCCC2)ccc1NC(C)=O	2	-1	0.1	4	10	0	-0.1	2	100	-2
CC1=C(C)CS(=O)N(c2ccc(S(N)(=O)=O)cc2)C1 (stereo unspecified)	5	13	-0.2	1	8	2	0.0	-1	94	-4
COc1ccccc1NC(=O)Nc1ccnn1C1CCCCC1	-3	7	0.2	-1	11	-13	-0.5	-1	93	-4
N#CC1=C(N)Oc2n[nH]c(-c3ccncc3)c2C1c1ccsc1 (stereo unspecified)	0	-42	0.0	0	-8	-5	-0.3	-3	106	-8
CC1(C(=O)Nc2ccc3c(c2)OCCO3)CCN1C(=O)c1cccc(F)c1 (stereo unspecified)	0	-2	-0.1	0	-1	6	-1.8	0	101	-5
O=C(CN1CCN(S(=O)(=O)c2ccccc2)CC1)Nc1ccc(N2CCOCC2)cc1	1	12	-0.1	-2	0	5	0.6	0	99	-3
Cc1ccc(-n2nc(C)c(NC(=O)CCl)c2C)cc1C	0	2	1.3	-10	7	-1	-1.5	48*	107	-4

Single records, as listed above. Order of values: HTR2A ag | MC4R antag cAMP | aDG glyco act | Cardio protect | PDI inh | Vif imaging | MC4R barr agon | N-glyco inh | ABCB6 inh 2 | CaV13 ICDI inh
Results for CN(Cc1ccc(F)cc1)C(=O)c1cc(COc2ccc(-n3cncn3)cc2)on1 : 5 | 3 | 1.3 | -9 | -7 | -4 | -1.6 | -1 | 96 | .
Results for c1ccc(NC2=NCCN2CC2CCCCC2)cc1 : 1 | 10 | -0.1 | -2 | -1 | 13 | 0.0 | 0 | 94 | -10
Results for Cc1ccnn1Cc1cc(C(=O)O)c2ccccc2n1 : -1 | 9 | -0.3 | 3 | 8 | 3 | -2.3 | 2 | 101 | -5

Going on with the list.
SMILES	HTR2A ag	MC4R antag cAMP	aDG glyco act	Cardio protect	PDI inh	Vif imaging	MC4R barr agon	N-glyco inh	ABCB6 inh 2	CaV13 ICDI inh
COc1ccccc1N(CC(=O)NCC1CCCO1)C(=O)CCC(=O)Nc1nccs1 (stereo unspecified)	-4	0	0.2	-1	3	.	-0.8	0	96	0
O=C(CN(Cc1ccc(Cl)cc1)C(=O)CN1C(=O)COc2ccccc21)NC1CCCC1	-3	5	-0.1	7	0	-1	-1.0	-1	96	-2
Cc1cc(C(=O)N2CCN(c3ncccn3)CC2)c(C)o1	-1	11	0.0	7	-2	-2	0.9	2	106	-5
O=c1[nH][nH]c(C(F)(F)F)c1C=Nc1ccc(Cl)cc1	-4	3	-0.2	6	-7	10	-2.3	3	93	-4
COc1cc(NC(=S)N2CCN(c3ccccn3)CC2)cc(OC)c1OC	-1	19	0.3	2	-4	14	-0.6	3	99	-5
C/C(=N/N=C(\C)c1ccccc1O)c1ccccc1O	-5	-7	-0.2	-9	8	4	1.0	0	97	-29
CCOc1ccc(Br)cc1S(=O)(=O)NC(=O)c1ccccc1	3	20	-0.2	0	4	2	-3.8	1	98	4
CCN(CC)S(=O)(=O)c1cc(C(=O)OCC(=O)c2ccc3c(c2)NC(=O)CO3)ccc1F	4	12	-0.4	-15	-10	-33	-1.2	-1	95	-1
CCOc1ccccc1CNCCNCC(C)O (stereo unspecified)	2	5	-0.3	-3	2	7	2.9	-1	102	-3
CN(C)C1=NC[C@H](Cc2ccccc2)N1CCc1cccc(F)c1	-8	7	-0.1	-11	1	4	-0.7	3	94	-8
CCN=C(NCC)SC1CC(=O)N(c2ccc(OCC)cc2)C1=O (stereo unspecified)	2	1	0.1	11	.	19	-1.3	-2	97	-11
COc1ccc(CCNC(=O)C2CC(=O)N(C3CCCC3)C2)cc1OC (stereo unspecified)	4	12	-0.1	5	1	6	2.2	1	101	-8
O=C(Nc1cccnc1)c1c(F)c(F)c(F)c(F)c1F	0	5	0.5	-2	1	0	-0.9	-1	96	-10
O=C(CCn1nc(-c2ccccc2)ccc1=O)N1CCN(c2ccccn2)CC1	-4	2	0.2	6	-2	-18	0.6	2	107	-2
